# ANO1 activ: TMEM16A chloride channel activators or potentiators, primary screen, cell-based, HTS. HEK293 TMEM16A/YFP-H148Q/I152L, iodide quench fluorescence; active compounds read low. Anoctamin-1 (Mus musculus), Q8BHY3. 340,000 compounds, 0.3% hits. B-score at 10 µM;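 active means fluorescence-ratio B-score plate-corrected deviation score at least 3 library SD below zero, with starting fluorescence score within 5 deviations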;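 further: channel opened by trigger with iodide after compound preincubation; score built on the fluorescence ratio of max minus min over baseline; more negative score means more quench and so TMEM16A activation or potentiation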
# KCNQ1 inh: inhibitors of human KCNQ1 channel, primary screen, cell-based, thallium flux, high-throughput; Potassium voltage-gated channel subfamily KQT member 1 (Homo sapiens), P51787; AID 2642, 2010; CHO-K1 KCNQ1, FluxOR thallium flux fluorescence; active compounds read high; B-score at 10 µM; 310,000 compounds, 1.3% hits;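 active means compounds whose thallium flux B-score, printed positive for inhibition, exceeds three library SD while starting fluorescence stays within three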;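 further: channel opened by potassium depolarization with thallium stimulus after 20 min compound exposure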
# TMEM16A inh: TMEM16A chloride channel inhibitors, primary screen, cell-based, HTS; HEK293 TMEM16A/YFP iodide influx fluorescence, ionomycin; normalized B-score (activity score, 25-100; higher = stronger inhibition) at 10 µM; 310,000 compounds, 1.2% hits;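 active means ratio plate-corrected score three or more library SD toward inhibition, starting fluorescence score within five deviations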;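 further: score derived from kinetic fluorescence span divided by baseline fluorescence per well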
# KCNK9 inh: KCNK9 potassium channel inhibitors, primary screen, HEK293 cells, thallium flux; 310,000 compounds, 1.2% hits; FluxOR thallium flux fluorescence; active compounds read low; B-score at 10 µM; AID 488922, 2010; Potassium channel subfamily K member 9 (Homo sapiens), Q9NPC2;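 active means ratio B-score over 3 SD below the library mean, with starting fluorescence within 5 SD of its mean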;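 further: negative B-score means less thallium flux so channel inhibition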
# SKKanGAS inh: S. pyogenes SKKanGAS growth inhibitors in kanamycin, primary screen, streptokinase expression inhibitor project, SKKanGAS strain, BacTiter-Glo luminescence. AID 1662, 2009. 6 h. 300,000 compounds, 1.3% hits. inhibition, % at 7.5 µM;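 active means mean replicate score, as percent of positive control median, at least 50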;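 further: strain carries kanamycin resistance gene driven by streptokinase promoter and grows in 40 µg/ml kanamycin; loss of luminescence reflects streptokinase promoter inhibition or plain growth inhibition; 0% = median of DMSO wells and 100% = positive control at its reference dose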
# RGS4 block: RGS4 inhibitors, primary screen, cell-based, HEK293 M3R inducible RGS4, calcium flux | B-score at 10 µM | AID 463165, 2010 | 310,000 compounds, 0.45% hits | Fluo-4 calcium flux; active compounds read high; triggered by carbachol at its EC20 | Regulator of G-protein signaling 4 (Homo sapiens), P49798;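 active means B-score, a plate-corrected calcium signal, over three deviations above library mean, with baseline fluorescence within five deviations of library mean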;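 further: RGS4 expression induced by doxycycline in cells with stable M3 receptor; B-score is computed from the integrated fluorescence ratio over baseline after carbachol; higher B-score means a larger calcium signal and so more RGS4 inhibition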
# Target sequence (P49798 whole entry, looked up): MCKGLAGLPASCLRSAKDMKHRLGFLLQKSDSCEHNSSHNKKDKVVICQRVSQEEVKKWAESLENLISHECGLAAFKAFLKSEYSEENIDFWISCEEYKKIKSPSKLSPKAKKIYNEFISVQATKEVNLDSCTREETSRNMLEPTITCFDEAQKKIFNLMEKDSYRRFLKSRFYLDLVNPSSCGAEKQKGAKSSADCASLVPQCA
# HDAC3 inhib: HDAC3 deacetylase inhibitors, primary screen, biochemical, fluorescence, cell-free homogeneous; inhibition, % at 8.3 µM; Histone deacetylase 3 (Homo sapiens), O15379; 320,000 compounds, 0.15% hits; recombinant HDAC3, fluorogenic peptide/trypsin coupled; in the data active means inhibition above about 26%, passing the limit was not always enough
# Target sequence (O15379 whole entry, looked up): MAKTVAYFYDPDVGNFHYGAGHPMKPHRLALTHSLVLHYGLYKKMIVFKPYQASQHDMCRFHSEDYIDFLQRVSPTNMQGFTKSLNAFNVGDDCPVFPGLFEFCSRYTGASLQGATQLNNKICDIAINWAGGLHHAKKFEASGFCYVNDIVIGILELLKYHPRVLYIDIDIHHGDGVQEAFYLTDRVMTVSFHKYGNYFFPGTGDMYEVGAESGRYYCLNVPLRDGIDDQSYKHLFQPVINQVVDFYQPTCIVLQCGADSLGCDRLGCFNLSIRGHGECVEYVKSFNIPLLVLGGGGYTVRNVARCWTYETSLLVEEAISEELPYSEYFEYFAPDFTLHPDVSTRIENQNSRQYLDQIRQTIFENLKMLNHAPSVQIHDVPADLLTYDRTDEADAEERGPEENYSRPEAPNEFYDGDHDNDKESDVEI
# RGS4 pot: RGS4 potentiators or activators, primary screen, cell-based, HEK293 M3R inducible RGS4, calcium flux; 310,000 compounds, 0.92% hits; carbachol calcium flux Fluo4; active compounds read low; B-score at 10 µM;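 active means B-score of the integrated calcium signal more than 4 SD below the library mean, with starting fluorescence not abnormally high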;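 further: negative B-score means reduced calcium response which marks RGS4 activation or potentiation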
#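 test system = M3R-expressing HEK293 line, RGS4 induced by doxycycline | probe or stimulus = carbachol at ECmax as muscarinic agonist stimulus | timing = dye loading 30 min 37 °C, buffer rest 30 min RT | signal = calcium dye Fluo4 fluorescence | evaluation = B score from integrated fluorescence ratio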
# KCNQ1 pot: potentiators or activators of KCNQ1 channel, primary screen, cell-based, thallium flux, high-throughput | 310,000 compounds, 0.35% hits | Potassium voltage-gated channel subfamily KQT member 1 (Homo sapiens), P51787 | CHO-K1 KCNQ1, thallium flux FluxOR fluorescence; active compounds read high | B-score at 10 µM;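 active means fluorescence ratio B-score, a plate-corrected score, at least three library SD, with initial intensity B-score within 5 SD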
#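 Test system: CHO-K1 cells stably expressing KCNQ1 / Medium: assay buffer / Also added: depolarizing K+/Tl+ stimulus, K2SO4 and Tl2SO4 each 12.5 mM in 5x stock / Incubation: 90 min dye loading and 20 min compound exposure, both at room temperature / Signal: thallium influx via FluxOR fluorescence, kinetic imaging / Evaluation: B score of baseline-normalized fluorescence ratio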
# hERG rescue: hERG rescue from dofetilide block, primary screen, cell-based, CHO-hERG, FluxOR thallium flux, dofetilide IC70. Voltage-gated inwardly rectifying potassium channel KCNH2 (Homo sapiens), Q12809. dofetilide IC70 present. activation (rescue from dofetilide block), less the hit threshold, % at 10 µM. 310,000 compounds, 0.51% hits;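 active means activation above the mean of controls blocked by dofetilide plus 5 SD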;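 further: thallium influx through hERG after potassium depolarization seen as dye fluorescence rise; in these data hits start at about 4.7%; inactives centre near -7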
# KCNK3 block: human KCNK3 channel inhibitors, primary screen, CHO cells, FluxOR thallium flux, B-score; FluxOR fluorescence; active compounds read low; Potassium channel subfamily K member 3 (Homo sapiens), O14649; 340,000 compounds, 0.84% hits; B-score at 10 µM;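 active means B-score under library mean minus 4 SD, starting fluorescence ratio at most library mean plus 5 SD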;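 further: more negative B-score means stronger inhibition of thallium flux through KCNK3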
# Target sequence (O14649 whole entry, looked up): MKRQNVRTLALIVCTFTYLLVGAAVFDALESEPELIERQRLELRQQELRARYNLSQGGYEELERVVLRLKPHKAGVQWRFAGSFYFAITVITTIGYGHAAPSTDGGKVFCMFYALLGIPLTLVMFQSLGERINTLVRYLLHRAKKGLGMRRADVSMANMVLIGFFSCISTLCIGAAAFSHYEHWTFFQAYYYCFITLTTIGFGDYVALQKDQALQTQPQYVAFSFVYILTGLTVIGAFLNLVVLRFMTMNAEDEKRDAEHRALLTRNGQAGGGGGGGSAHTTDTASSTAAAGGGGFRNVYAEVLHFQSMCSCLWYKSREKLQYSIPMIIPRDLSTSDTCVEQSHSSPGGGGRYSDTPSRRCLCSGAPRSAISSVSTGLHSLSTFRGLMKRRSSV
# Active calls of the source: *; i = inactive; x = no result given.
SMILES,ANO1 activ,KCNQ1 inh,TMEM16A inh,KCNK9 inh,SKKanGAS inh,RGS4 block,HDAC3 inhib,RGS4 pot,KCNQ1 pot,hERG rescue,KCNK3 block
C=CCOC(=O)C1=C(C)NC(=O)NC1c1cc(Cl)cc(Cl)c1OC (stereo not given),i,i,i,i,-16,i,-3,i,i,-2,i
Cc1cc2oc(=O)cc(CNc3ccccc3F)c2cc1O,i,i,i,i,51*,i,-1,i,i,-7,i
Cc1ccc(C)c(SCC(=O)OCC(=O)NCCNC(=O)COC(=O)CSc2cc(C)ccc2C)c1,i,i,i,i,12,i,13,i,i,-11,i
CCCn1cc(C(=O)N(C)C2CCCN(Cc3ccccc3F)C2)c(C)n1 (stereo not given),i,i,i,i,-7,i,-5,i,i,-9,i
COc1ccc(OCCn2c(=N)n(CCO)c3ccccc32)cc1,i,i,i,i,3,i,-1,i,i,-5,i
Cc1nc(NC(=O)C2CC2)sc1C(=O)Nc1ccccc1,i,i,i,i,1,i,4,i,i,-13,i
CN(/N=C/c1ccco1)C1=NS(=O)(=O)c2ccccc21,i,i,i,i,5,i,-12,i,i,-5,i
Cc1ccccc1OCC(=O)Nc1sc2c(c1C#N)CCC2,i,i,i,i,-19,i,3,i,i,-4,i
O=C(CSc1nnc2c(n1)[nH]c1ccccc12)Nc1nncs1,i,i,i,i,1,i,16,i,i,-3,i
COc1ccc(C)cc1NC(=O)CNC(=O)[C@@H]1Cc2ccccc2CN1,i,i,i,i,-6,i,3,i,i,-7,i
COC(=O)CC1C(=O)NCCN1C(=S)NC(=O)C(c1ccccc1)c1ccccc1 (stereo not given),i,i,i,i,1,i,-1,i,i,-5,i
O=c1[nH]cnc2sc3c(c12)CCCCC3,i,i,i,i,4,i,x,i,i,-11,i
CCOc1ccc(C(CC(=O)O)NC(=O)c2ccco2)cc1OC (stereo not given),i,i,i,i,0,i,-3,i,i,-1,i
CCN1CCc2nc(NC(=O)c3ccccc3)sc2C1,i,i,i,i,-10,i,10,i,i,-7,i
CC1=C(C(=O)OCc2ccccc2)C(c2ccccc2Br)NC(=O)N1 (stereo not given),i,i,i,i,0,i,-3,i,i,-6,i
O=C(CCCC(=O)N1CCCc2ccccc21)N1CCCc2ccccc21,i,i,i,i,-10,i,5,i,i,-10,i
COc1nccc(C(F)(F)F)c1C(=O)NC(=O)Nc1c(C)cccc1C,i,i,i,i,25,i,0,i,i,-10,i
O=C1CCCC/C1=C/Nc1ccc(S(=O)(=O)Nc2ncccn2)cc1,i,i,i,i,-1,i,0,i,i,-10,i
Cc1cc(Cl)ccc1OCCCC(=O)N1CCCCC1,i,i,i,i,2,i,2,i,i,-4,i
CCOc1cc(C2c3c(oc4cc(C)c(Cl)cc4c3=O)C(=O)N2Cc2ccco2)ccc1O (stereo not given),i,i,i,i,1,i,0,i,i,-6,i
O=C(Nc1ccc(NC(=O)c2ccco2)nc1)c1cccnc1,i,i,i,i,7,i,6,i,i,-6,i
Cn1c(=O)c2cnc(-c3ccc(C(F)(F)F)cc3)nc2n(C)c1=O,i,i,i,i,-1,i,-8,i,i,-6,i
CN(C)CC(O)COc1ccc(-c2ccc(C#N)cc2)cc1 (stereo not given),x,i,i,i,0,i,-62,i,i,-7,x
O=C(/C=C/c1ccc2c(c1)OCCO2)N1CCN(c2ccc(F)cc2)CC1,i,i,i,i,-1,i,7,i,i,-2,i
CC(C)N1C(=O)CCC1C(=O)N1CCN(c2ccc(F)cc2)CC1 (stereo not given),i,i,i,i,4,i,-1,i,i,-7,i
CN(CCNC(=O)CN1C(=O)CSc2ccc(S(=O)(=O)N3CCCC3)cc21)Cc1ccccc1,i,i,i,i,24,i,2,i,i,-7,i
Cc1ccc(C)c(NC(CC(=O)c2ccccc2)C(=O)OCC(=O)c2cccs2)c1 (stereo not given),i,i,i,i,0,i,4,i,i,-7,i
Cc1cc(C)c(OCC(=O)Nc2ccccc2N2CCOCC2)c(C)c1,i,i,100*,-10*,4,i,4,i,i,-7,-10*
C/C=C(/C)C(=O)O[C@@H]1[C@H](OC(C)=O)c2c(ccc3ccc(=O)oc23)OC1(C)C,i,i,i,i,8,i,3,i,i,-13,i
COc1ccc(/C=C/C(=O)NC(=S)NNC(=O)c2cc(OC)c(OC)c(OC)c2)cc1,i,i,i,i,101*,i,-1,i,i,-8,i
CCOC(=O)c1csc(NNC=O)n1,i,i,i,i,-9,i,-2,i,i,-6,i
O=C(CSc1nnc(CNc2ccc(Cl)cc2)o1)Nc1nc2c(s1)CCCC2,i,i,i,i,-5,i,7,i,i,-19,i
O=C(O)c1cc(Br)ccc1NN=C1CCCCC1,i,i,i,i,-1,i,x,i,i,-13,i
CC(=O)C1=C(O)C(=O)N(Cc2ccccc2)C1c1ccc(F)cc1 (stereo not given),x,i,i,i,5,i,-2,i,i,-6,i
CCOC(=O)C1(Cc2ccccc2)CCN(Cc2cccn2-c2nccs2)CC1,i,i,i,i,-5,i,1,i,i,-7,i
COc1ccccc1N(CC(=O)Nc1c(C)cccc1C)S(C)(=O)=O,i,i,i,i,0,i,2,i,i,-14,i
COc1ccc(/C=C/C(=O)Nc2ccc(OC)cc2[N+](=O)[O-])cc1,i,i,i,i,3,i,-3,i,i,-6,i
CNC(=S)N/N=C/c1ccc2c(c1)OCCO2,i,i,i,i,6,i,0,i,i,-6,i
Cc1sc2ncnc(NC3CCN(Cc4ccccc4)CC3)c2c1C,i,i,i,i,-1,i,4,i,i,-28,i
CN(C)CCn1c2ccccc2c2nc3ccc([N+](=O)[O-])cc3cc21,i,i,i,i,28,i,-1,i,i,-6,i
Cc1cc(C)c(C#N)c(OCC(=O)Nc2ccccc2)n1,i,i,i,i,1,i,2,i,i,0,i
O=c1[nH]c(SCCN2CCOCC2)nc(O)c1-c1ccccc1,i,i,i,i,-6,i,3,i,i,-2,i
O=C(OCc1cc2ccccc2[nH]c1=O)c1ccccc1,i,i,i,i,-2,i,-3,i,i,-1,i
CCc1sc(C(=O)N2CCN(c3ccc(F)cc3)CC2)cc1C,i,i,i,i,2,i,3,i,i,-4,i
O=C(CCCCCN1C(=O)CCC1=O)Nc1ccc2c(c1)OCO2,i,i,i,i,6,i,4,i,i,-4,i
Cc1ccc(NNS(=O)(=O)c2ccc(C)cc2)cc1,i,i,i,i,12,i,19,i,i,-9,i
Cc1ccc(NC(=O)CN(C)C(=O)c2ccc(S(=O)(=O)N(C)c3ccccc3)cc2)cc1,i,i,i,i,3,i,-1,i,i,-8,i
CCCCNS(=O)(=O)c1ccc(NC(=O)C2CCCO2)cc1 (stereo not given),i,i,i,i,-12,i,0,i,i,-6,i
Cc1ccc(C(=O)OCN2C(=O)c3ccccc3C2=O)o1,i,i,i,i,-6,i,3,i,i,-7,i
CCCC(=O)Nc1nc2ccc(OC)cc2s1,i,i,i,i,-2,i,-3,i,i,-5,i
O=C(Nc1cc(Cl)ccc1O)C1CCCO1 (stereo not given),i,i,i,i,-3,i,9,i,i,-5,i
O=C(Cn1nnc2ccccc21)c1ccc(Cl)cc1,i,i,i,i,1,i,-3,i,i,-6,i
Cc1ccc(C(=O)c2cc([N+](=O)[O-])ccc2N2CC(C)OC(C)C2)cc1 (stereo not given),i,i,i,i,-10,i,-9,i,i,-3,i
Cc1ccc(S(=O)(=O)N(C)C)cc1NC(=O)COC(=O)C1CCN(S(=O)(=O)c2cccs2)CC1,i,i,i,i,-10,i,-4,i,i,-13,i
Cc1cccc(Nc2nnc(SCC(=O)c3ccc(O)cc3O)s2)c1,i,i,i,i,17,i,1,i,i,0,i
O=C(CCSc1ccccc1)NCCSCc1ccccc1,i,i,i,i,-4,i,6,i,i,-5,i
COc1ccnc(CSC(N)=Nc2ccccc2C(F)(F)F)c1,i,i,i,i,0,i,2,i,i,-5,i
COC(=O)C1=C(C(=O)OC)N2C=CC=CC2(C)C(C(=O)OC)=C1C(=O)OC (stereo not given),i,i,i,i,-4,i,-1,i,i,-4,i
CC(C)(C)c1ccc(CN2C3=NCCCN3c3ccccc32)cc1,i,11*,i,i,-3,i,0,i,i,-23,i
COc1ccc(N2CCN(C(=O)Nc3ccccc3C)CC2)cc1,i,i,i,i,-1,i,-2,i,i,-11,i

# (further entries)
SMILES,ANO1 activ,KCNQ1 inh,TMEM16A inh,KCNK9 inh,SKKanGAS inh,RGS4 block,HDAC3 inhib,RGS4 pot,KCNQ1 pot,hERG rescue,KCNK3 block
CC(C)C1Oc2ccccc2N(CC(=O)NCCCN2C(C)CCCC2C)C1=O (stereo not given),i,i,i,i,3,i,4,i,i,-5,i
O=C(Nc1ccc2c(c1)OCO2)c1cc(-c2cccnc2)nc2ccccc12,i,i,i,i,18,i,2,i,i,-11,i
CCOc1ccc(C(=O)OCC(=O)NCCNC(=O)COC(=O)c2ccc(OCC)cc2)cc1,i,i,i,i,-6,i,-12,i,i,-14,i
CCOC(=O)c1cc2c(=O)n3ccccc3nc2n(CC(C)C)c1=NC(=O)c1ccco1,i,i,i,i,1,i,-230,i,i,-12,i
CC(=O)Nc1ccc(OC(=O)c2cc3ccccc3oc2=O)cc1,i,i,i,i,-3,i,-9,i,i,-6,i

# Screening results as filed in PubChem.

# Random draw from the library, and some 6.3% of all compounds hit somewhere here.
